VLA-4 antagonist: blocks LDV-FITC ligand binding to Mn2+-activated human VLA-4 integrin; Jurkat cells, LDV-FITC binding with Mn2+, flow cytometry; 100% = Mn2+-driven binding gain fully reversed; 24,000 tested, 0.2% active; inhibition, % at 10 µM (by protocol);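 active means inhibition above 50%; inconclusive means compound itself fluorescent, judged against control cell fluorescence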;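 further: 0% = Mn2+ stimulated cells lacking compound and 100% = ligand binding without Mn2+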
Target sequence (P13612 whole entry, looked up): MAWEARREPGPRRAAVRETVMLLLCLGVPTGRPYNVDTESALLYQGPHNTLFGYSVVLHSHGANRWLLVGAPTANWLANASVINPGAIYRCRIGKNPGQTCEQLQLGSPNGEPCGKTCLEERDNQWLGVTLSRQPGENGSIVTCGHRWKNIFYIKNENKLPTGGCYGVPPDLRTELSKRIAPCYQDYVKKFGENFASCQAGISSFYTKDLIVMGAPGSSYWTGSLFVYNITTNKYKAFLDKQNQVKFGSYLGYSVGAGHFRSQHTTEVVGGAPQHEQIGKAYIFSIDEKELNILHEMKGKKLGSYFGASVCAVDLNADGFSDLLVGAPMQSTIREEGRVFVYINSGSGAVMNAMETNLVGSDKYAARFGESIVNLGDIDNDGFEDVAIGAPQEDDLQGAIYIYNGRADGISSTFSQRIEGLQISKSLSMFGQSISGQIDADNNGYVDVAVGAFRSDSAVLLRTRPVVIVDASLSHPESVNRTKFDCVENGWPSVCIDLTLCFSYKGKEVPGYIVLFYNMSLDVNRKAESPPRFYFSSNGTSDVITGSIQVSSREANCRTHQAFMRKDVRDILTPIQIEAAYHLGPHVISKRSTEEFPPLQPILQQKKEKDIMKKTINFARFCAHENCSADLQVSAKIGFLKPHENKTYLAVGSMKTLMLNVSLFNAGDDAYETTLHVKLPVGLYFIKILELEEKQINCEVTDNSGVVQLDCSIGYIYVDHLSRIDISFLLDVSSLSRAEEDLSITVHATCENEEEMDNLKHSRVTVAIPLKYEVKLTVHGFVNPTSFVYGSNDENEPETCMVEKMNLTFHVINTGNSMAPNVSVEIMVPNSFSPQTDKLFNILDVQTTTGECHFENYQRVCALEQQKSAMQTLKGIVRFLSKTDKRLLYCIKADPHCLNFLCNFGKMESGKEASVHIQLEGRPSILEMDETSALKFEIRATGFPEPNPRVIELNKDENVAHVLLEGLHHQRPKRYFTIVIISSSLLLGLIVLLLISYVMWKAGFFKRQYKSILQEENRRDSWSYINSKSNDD
Autofluor Jurkat: autofluorescence counter-screen for VLA-4 integrin assays; Jurkat cells, compound autofluorescence, flow cytometry; hits give high values; 1 = vehicle-only cell background; fluorescence ratio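 (tested at 10 µM compound in the well)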; 24,000 tested, 0.61% active;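 active means fluorescence ratio above 2.44, which is 1 plus 3 SD of all ratios; inconclusive means signal too bright to measure linearly, ratio around 10 or more; inactive means fluorescence ratio below 2.44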;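 further: green fluorescence of cells measured with 488 nm excitation and 530 nm emission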
LNCaP diff act: LNCaP prostate cell differentiation activation; flow cytometry side scatter, 4 d; side scatter shift, % at 10 µM; 24,000 tested, 0.56% active;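 active means side scatter shift above 30%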;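 further: androgen-responsive LNCaP prostate cancer cells in charcoal-stripped serum medium; percent of cells past a gate set so DMSO wells show 10% shift; higher shift means more granular cells and more differentiation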
VLA-4 agonist: allosterically activates the human VLA-4 integrin; Jurkat cells, LDV-FITC binding, flow cytometry; activation, % at 10 µM (by protocol); 24,000 tested, under 10 active; AID 528;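 active means fluorescent ligand binding to cells raised by more than 40% of the manganese-induced maximum; inconclusive means compound's own fluorescence above 85% of the ligand control signal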;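 further: 0% = ligand binding without compound and 100% = manganese-stimulated maximal binding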
Numbers without * were called inactive; ? = inconclusive. This is a subset, so the mix of outcomes need not match the whole.

SMILES	VLA-4 antagonist	Autofluor Jurkat	LNCaP diff act	VLA-4 agonist
C=CCSc1nnc2n(-c3ccccc3OC)c(=O)c3c4c(sc3n12)CCC4	-15	1.1	24	-3
CC1CCc2nn(CC(=O)N3CCCCCC3)cc2C1 (stereo not drawn)	-20	1	4	1
c1ccc(-c2csc3nnc(SCc4ccc5c(c4)OCO5)n23)cc1	6	1	7	-9
COCCn1c(=O)[nH]c2cc(C(=O)NCCN3CCN(c4ccccc4)CC3)ccc2c1=O	-8	0.95	1	2
Cc1cc(C)n(Cc2ccc(C(=O)NCc3ccco3)o2)n1	4	0.97	3	3
O=C(CCc1nc(-c2ccccc2F)no1)NCCN1CCOCC1	-6	0.99	0	0
Cc1ccc2c(c1)N(CCC(=O)NCc1ccco1)C(=O)CO2	-14	0.99	7	4
CCc1cc(=O)oc2cc3oc(C)c(C)c3cc12	?	1.1	3	?
Cc1c(NC(=O)NC(C)N2C(=O)C3C4C=CC(C4)C3C2=O)c(=O)n(-c2ccccc2)n1C (stereo not drawn)	-11	1.1	9	-2
Cc1nc2sc(C(c3ccco3)N3CCOCC3)c(O)n2n1 (stereo not drawn)	?	1.1	10	?
CSCCC(NC(=O)c1ccco1)C(=O)O (stereo not drawn)	-1	1	9	6
Cn1c(C(=O)Nc2ccc3c(c2)OCCO3)cc2c(=O)n(C)c3ccccc3c21	3	1	5	5
CCCCc1nccn1CCn1ccnc1CCCC	-5	1	7	-6
COc1ccc(NC(=O)CN2CCN(c3ccc(F)cc3)CC2)cc1Cl	14	0.93	5	-3
Cn1c(SCC(=O)Nc2ccc3c(c2)OCO3)nnc1-c1cnccn1	-4	1	6	1
CCOC(=O)C1CCN(c2c(NCCN3CCCCC3C)c(=O)c2=O)CC1 (stereo not drawn)	9	1.1	6	-1
O=C(c1ccccc1F)N1CCN(S(=O)(=O)c2ccc3c(c2)OCCO3)CC1	-12	1.1	11	-2
CCCCOc1ccc(NC(=O)Cn2c(=O)ccc3c(C)cc(C)nc32)cc1	-8	0.96	8	0
CCn1c(SCC(=O)Nc2ccc3c(c2)OCO3)nnc1-c1ccccc1O	-22	0.99	4	-2
CCCCN(C)c1nc(-c2ccco2)c2c(c1C#N)CC(C)(C)OC2	?	1.8	20	?
O=C(Cn1ncn2c(cc3ccccc32)c1=O)NCc1ccco1	-6	1.1	7	-11
Cc1nc2sccn2c(=O)c1CCN1CCC(=C(c2ccc(F)cc2)c2ccc(F)cc2)CC1	-2	1.1	7	-6
c1coc(-c2nnc(NC3=NCCC3)o2)c1	-11	1	7	2
Cc1nc2scc(-c3cccs3)c2c(=O)n1-n1cccc1	-16	1.1	4	-3
COc1ccccc1NC(=O)CN1CCN(c2ccccc2F)CC1	19	1.1	2	7
Cc1ccccc1-c1nc(CS(=O)(=O)CC(=O)N2CCc3ccccc32)c(C)o1	-10	1.1	3	4
O=C(CCN1C(=O)C2C3C=CC(C3)C2C1=O)N1CC(=O)N(CCc2ccccc2)C(=O)C1 (stereo not drawn)	?	1.1	2	?
O=C(c1cnn2c1NC(c1ccco1)CC2C(F)(F)F)N1CCN(c2cccc(Cl)c2)CC1 (stereo not drawn)	-13	1.2	1	-3
Cc1nn(CC(=O)O)c2ccccc12	-43	0.99	4	6
COCCN(CCOC)S(=O)(=O)c1ccc(C(=O)Nc2nnc(C3CC3)o2)cc1	-10	1	5	4
CC(CCc1ccccc1)NC(=O)C1CCCN(c2nnc(-n3cccc3)s2)C1 (stereo not drawn)	10	1	18	-6
COc1ccc(S(=O)(=O)Cc2ccc(C(=O)NCCc3ccc(S(N)(=O)=O)cc3)o2)cc1	-3	1	8	2
CC(C)(C)NC(=O)Cn1c(=O)oc2cc(S(=O)(=O)N3CCc4ccccc43)ccc21	2	1	9	2
N#Cc1ccccc1NC(=O)COC(=O)CSc1nc2ccccc2o1	-13	1.1	13	-3
COCCNC(=O)Cn1cc2c(n1)CCC(C)C2 (stereo not drawn)	3	0.87	2	6
CSC1=NCCN1C(=O)c1c(-c2ccccc2Cl)noc1C	5	0.98	4	3
COc1ccc(Br)cc1CNC(=O)C1CCN(S(=O)(=O)N2CCCCC2)CC1	0	1	9	2
O=C(C1CCC(CNc2nc(=S)[nH]c3ccccc23)CC1)N1CCN(c2ccccn2)CC1 (stereo not drawn)	7	1	15	0
O=C(CN1C(=O)c2cccc3cccc1c23)N1CCN(c2ccccc2)CC1	-14	1.1	2	1
CCCCS(=O)(=O)NC1=NCN(CCO)CN1	-15	0.98	2	0
O=C(CSc1nnc(Cc2cc(=O)[nH]c(=O)[nH]2)n1-c1ccccc1)N1CCCc2ccccc21	25	0.98	13	0
COc1ccccc1C(=O)NC(C)c1nc2ccccc2[nH]1 (stereo not drawn)	3	0.97	4	0
O=C(CCN1CCN(C(=O)c2ccco2)CC1)Nc1ccc(F)cc1	-10	1	3	-2
CCOC(=O)c1cc2sc(C)cc2n1C(C)C(=O)OCC (stereo not drawn)	-11	0.99	11	-8
CCOC(=O)N1CCN(C(=O)Cn2nc(-c3ccc(Cl)cc3)ccc2=O)CC1	-6	0.97	6	3
O=C(NCN1CCN(c2ccccc2F)CC1)c1ccccc1	?	1.1	2	?
COc1ccc(OC)c2[nH]c(=O)c(CCNC(=O)C3CCCCC3)cc12	8	1	13	-2
N#CCCn1cnc2ccccc21	-16	0.94	9	4
O=C(NC1CCCC1)C1CC(=O)N(C2CCCCCCC2)C1 (stereo not drawn)	36	1.1	5	-9
c1ccc2c(c1)CCN(c1nc3cc4c(cc3s1)OCCO4)C2	19	1	10	-8
More results follow.
SMILES	VLA-4 antagonist	Autofluor Jurkat	LNCaP diff act	VLA-4 agonist
CC1=C(C(=O)OC(C)C)C(c2cccs2)n2ncnc2N1 (stereo not drawn)	-30	1.1	5	0
Cc1ccc(CNC(=O)CCCOc2cc(=O)n(C)c3ccccc23)o1	7	1.1	13	5
COc1cccc(-c2nc(CS(=O)(=O)CC(=O)Nc3cccc(C)c3C)c(C)o2)c1	-4	1.1	2	8
ON=C1/C(=N\O)CC2(C/C1=N/O)OCCO2	-18	1.1	6	4
CC(C)N(C=O)C1(C(=O)NC2CCCCC2)CCCCC1	-12	1.1	6	2
CCOC(=O)Cc1nn2c(=O)cc(C)nc2s1	-17	1.1	1	0
COc1cccc(/C=N/n2cnnc2)c1OCc1ccccc1	-4	0.98	11	-8
CNc1nnc(-c2cccc(N(C)C)c2)s1	-14	1	4	-3
COc1ccc(Nc2cc(C)nc3nc(C)nn23)c(OC)c1	-28	0.76	6	4
COc1cccc(N2CCN(C(=O)c3ccc4nc(N5CCCCC5)sc4c3)CC2)c1	0	1	3	-2

Profiles from above.
Entry for `CSCCC(NC(=O)c1ccco1)C(=O)O` (stereo not drawn) → VLA-4 antagonist = -1; Autofluor Jurkat = 1; LNCaP diff act = 9; VLA-4 agonist = 6
Entry for `CC1CCc2nn(CC(=O)N3CCCCCC3)cc2C1` (stereo not drawn) → VLA-4 antagonist = -20; Autofluor Jurkat = 1; LNCaP diff act = 4; VLA-4 agonist = 1

(list continues)
SMILES	VLA-4 antagonist	Autofluor Jurkat	LNCaP diff act	VLA-4 agonist
CC1(C)CC(=O)c2cnc(NC(=O)CCc3ccccc3)nc2C1	-8	1.1	11	-10
COc1ccc(C(CCc2ccc(C)o2)NC(=O)Nc2ccc(OC)cc2OC)cc1 (stereo not drawn)	-11	1	3	10
CSc1ccc(NC(=O)N2CC(C)OC(C)C2)cc1 (stereo not drawn)	5	1.1	11	-3
CC(=O)Oc1cccc(/C=c2\sc3nc(-c4ccco4)nn3c2=O)c1	1	1.1	5	-3
Cc1ccc(CCN2C(=O)CCC2(C)C(=O)NC2CCCC2)cc1 (stereo not drawn)	0	0.97	12	3
Cc1ccccc1C(=O)NC1CCN(CC(=O)Nc2nccs2)CC1	-12	1	2	-2
CCN(CC)c1ccc(NS(=O)(=O)c2ccc3c(c2)oc(=O)n3C)c(C)c1	-4	1.1	8	5
O=C(CSc1nc2c(cnn2-c2ccccc2)c(=O)[nH]1)N1CCOCC1	?	1.1	8	?
CC(C)NC(=O)c1n[nH]c(=O)c2ccccc12	-9	0.89	6	5
CC(=O)N1CCN(Cc2ccc(Br)s2)CC1	-24	0.91	5	-2

By substructure, the entries above containing a cyano group (3)
SMILES	VLA-4 antagonist	Autofluor Jurkat	LNCaP diff act	VLA-4 agonist
CCCCN(C)c1nc(-c2ccco2)c2c(c1C#N)CC(C)(C)OC2	?	1.8	20	?
N#Cc1ccccc1NC(=O)COC(=O)CSc1nc2ccccc2o1	-13	1.1	13	-3
N#CCCn1cnc2ccccc21	-16	0.94	9	4

The list continues:
SMILES	VLA-4 antagonist	Autofluor Jurkat	LNCaP diff act	VLA-4 agonist
CCc1ccc(Cn2nnc(C(=O)Nc3ccc(OC)cc3OC)c2N)cc1	4	1.1	14	-4
COc1ccccc1N1CCN(c2nc3ccccc3nc2C(C#N)C(=O)OC(C)C)CC1 (stereo not drawn)	38	1.2	30*	-5
Cc1ccc(C)c(N(C)C(=O)COc2cc(=O)n(C)c3ccccc23)c1	7	1	10	3
CCCS(=O)(=O)N1CCC(C(=O)NCCCOC)CC1	-8	0.99	6	0
Cc1cc(C)n(C(=O)C2CCCN2S(=O)(=O)c2ccc(Cl)cc2)n1 (stereo not drawn)	8	1.1	8	2
Cc1ccc(C)c(N2CCN(c3cc(C)nc4nnnn34)CC2)c1	-12	1	4	6
CCOC(=O)c1sc(C)nc1C1CCN(C(=O)OCC)CC1	-35	1.1	22	2
COc1cccc(C2N(c3cccc(Cl)c3)C(=O)C3CCCN32)c1OC (stereo not drawn)	-5	1.1	12	-5
CCN1CCN(c2nc3c(c(=O)n(C)c(=O)n3C)n2Cc2cccc3ccccc23)CC1	0	1.1	7	-2
CCN1C(=O)c2cccc3c(S(=O)(=O)NCCCN4CCOCC4)ccc1c23	?	1.1	1	?

Part of the list above, comma-delimited.
SMILES,VLA-4 antagonist,Autofluor Jurkat,LNCaP diff act,VLA-4 agonist
CCOC(=O)c1sc(C)nc1C1CCN(C(=O)OCC)CC1,-35,1.1,22,2
CCN1C(=O)c2cccc3c(S(=O)(=O)NCCCN4CCOCC4)ccc1c23,?,1.1,1,?
Cc1cc(C)n(C(=O)C2CCCN2S(=O)(=O)c2ccc(Cl)cc2)n1 (stereo not drawn),8,1.1,8,2

(cont.)
SMILES	VLA-4 antagonist	Autofluor Jurkat	LNCaP diff act	VLA-4 agonist
Cc1ccc(C(c2sc3nc(C)nn3c2O)N2CCN(c3ccccc3F)CC2)cc1 (stereo not drawn)	?	1.1	4	?
COc1ccc(-n2c(Cc3cccn3C)nnc2SCC(N)=O)cc1	10	0.97	8	0
CCCSc1ccc2nc(NC(=O)OC)[nH]c2c1	-20	1.1	25	0
COCCn1c(SCC(=O)Nc2ccc3c(c2)OCCO3)nnc1-c1c[nH]c2ccccc12	11	1	10	-3
O=C(CCCCn1c(=S)[nH]c2ccsc2c1=O)NCc1ccco1	?	1.1	7	?
Cc1ccc(NC(=O)c2ccc(NS(=O)(=O)c3c(C)noc3C)cc2)cc1C	23	1.1	12	-15
COc1ccccc1Nc1ncc(C(=O)N2CCC(C(N)=O)CC2)c2ccccc12	-20	1	1	11
O=C(CCCCC(=O)NCc1cccs1)NCc1cccs1	-2	1.1	11	-2
Cc1cc(=O)c2n(Cc3ccccc3Cl)nc[n+]2[nH]1	10	1	12	-2
COc1ccc(C(=O)N2CCN(C(=O)c3ccco3)CC2)cc1OC	-18	1	8	2
CCn1c(SCC(=O)N2c3ccccc3CCc3ccccc32)nc2c1c(=O)n(C)c(=O)n2C	5	1.1	8	3
Cn1c(=O)c2cc(S(=O)(=O)NCCC(=O)Nc3ccccc3F)ccc2n(C)c1=O	2	1.1	17	1
CC1CCCCN1S(=O)(=O)c1ccc2c(c1)oc(=O)n2CC(=O)O (stereo not drawn)	?	1.9	12	?
COc1ccccc1S(=O)Cc1ccc(C(=O)NCc2ccccc2Cl)o1 (stereo not drawn)	-8	1	6	5
Cc1ccc(-c2nc(NC(=O)CSc3nnc4scc(-c5ccccc5)n34)ns2)cc1	32	0.91	4	-9
COc1ccc2c(c1)Sc1ccccc1N2CCN(C)C	-14	1.1	14	10
COc1ccc(C)cc1NCc1cccc(OC)c1OC	-10	1	14	-4
Cn1c(=O)c2c(nc(SCCCO)n2Cc2ccccc2Cl)n(C)c1=O	-6	1	6	-2
CC1(C)Oc2ccc3ccc(=O)oc3c2-c2cnoc21	?	1.5	7	?
Clc1ccc(OCc2nnc3n2N=C(c2ccc4c(c2)OCCO4)CS3)c(Cl)c1	2	1.2	0	-5
CC(=O)c1cccc(NC2c3ccccc3C(=O)N2Cc2ccc3c(c2)OCO3)c1 (stereo not drawn)	?	1.3	30*	?
CCOc1cccc(C(=O)Nc2cccc(-c3nc4ncccc4o3)c2C)c1	4	1.1	6	-8
CCOP(=O)(c1ccc(N(C)C)cc1)C(O)c1cc(OC)c(OC)c(OC)c1 (stereo not drawn)	-14	1	15	10
COc1cc2c(cc1OC)-c1nnc(C)n1C1(CCCC1)C2	6	0.94	11	4
Cc1cc(C(F)(F)F)n2ncc(C(=O)O)c2n1	-11	1.1	10	0
CN1CCN(CCCNC(=O)c2ccc(CSCc3cccc(Cl)c3)o2)CC1	3	1.1	26	-5
COC(=O)c1ccc(C2c3c(oc4cc(C)c(C)cc4c3=O)C(=O)N2CCCN(C)C)cc1 (stereo not drawn)	-17	1.1	2	-3
